PP5 primary: PP5 (human) phosphatase inhibition | P53041 | purified PP5c, OMFP substrate fluorescence | inhibition, % at 6.7 µM | actives 0.18% (n = 320,000);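 active = inhibition above the campaign's mean inhibition across all tested compounds plus 3 SD, cut at about 9.5% in these data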;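 note: 0% = DMSO only and 100% = 100 µM cantharidin control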
Target sequence (P53041 whole entry, looked up): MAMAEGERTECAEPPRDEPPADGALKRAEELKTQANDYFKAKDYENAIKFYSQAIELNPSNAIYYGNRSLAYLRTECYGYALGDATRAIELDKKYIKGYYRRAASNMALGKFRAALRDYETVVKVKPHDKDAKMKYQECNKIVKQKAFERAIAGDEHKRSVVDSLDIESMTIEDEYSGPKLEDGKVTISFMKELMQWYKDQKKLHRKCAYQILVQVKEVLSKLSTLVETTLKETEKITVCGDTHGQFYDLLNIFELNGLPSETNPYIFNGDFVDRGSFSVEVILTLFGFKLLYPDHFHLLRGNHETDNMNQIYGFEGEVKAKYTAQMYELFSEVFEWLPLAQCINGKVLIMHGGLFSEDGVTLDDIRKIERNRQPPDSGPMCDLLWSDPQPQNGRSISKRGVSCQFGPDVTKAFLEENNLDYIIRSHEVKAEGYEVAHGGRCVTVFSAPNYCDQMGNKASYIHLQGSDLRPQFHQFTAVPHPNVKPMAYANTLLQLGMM
proCasp3 act: activates human procaspase-3; AID 463141; recombinant procaspase-3 D3A, Ac-DEVD-pNA absorbance 405 nm; actives 0.11% (n = 330,000); P42574; activation, % at 8.5 µM;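 active = activation above the mean of all tested compounds plus 3 SD, cut at about 21% in these data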;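 note: 0% = DMSO alone and 100% = DMSO wells spiked with extra 5 µM PC-3 D3A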
Target sequence (P42574 whole entry D9A/D28A/D175A): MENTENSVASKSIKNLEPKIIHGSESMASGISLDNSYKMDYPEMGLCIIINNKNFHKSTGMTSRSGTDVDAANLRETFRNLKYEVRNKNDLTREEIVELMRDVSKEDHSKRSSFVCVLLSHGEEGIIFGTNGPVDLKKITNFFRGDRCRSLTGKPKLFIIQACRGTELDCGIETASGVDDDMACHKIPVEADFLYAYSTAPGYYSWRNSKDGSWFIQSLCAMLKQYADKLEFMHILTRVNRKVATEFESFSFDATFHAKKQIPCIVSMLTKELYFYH
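Test system: Procaspase-3 D3A mutant; medium: Zinc-free HEPES/NaCl buffer with 0.01% Triton X-100 at pH 7.4; reagent: DEVD-pNA substrate; doses: one concentration, 8.5 µM nominal, 0.8% DMSO; times: 1 h preincubation plus 2 h reaction at 25 °C; signal: Epi-absorbance at 405 nm of released p-nitroaniline, 0 and 120 min; replicates: singlicate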
PP1 counter: PP1-alpha (human) inhibition in PP5 counter-screen. P62136. purified PP1alpha, OMFP fluorescence. inhibition, % at 6.7 µM. actives 0.9% (n = 320,000);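 active = inhibition above the mean inhibition of all tested compounds plus 3 SD, computed separately for each screening campaign, cut at about 15% in these data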
core dimer inh: HCV core protein dimerization inhibition. TR-FRET GST/Flag-core106 dimerization, 1536-well. inhibition, % at 5 µM. actives 0.33% (n = 300,000). AID 1899;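 active = inhibition above the mean of all tested compounds plus 3 SD, set per screening campaign, cut at about 45% in these data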
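Material: GST/Flag-tagged HCV core106 proteins. Incubation: 4 h, 22.5 °C incubation. Read-out basis: inhibition (%) from 671 over 617 nm ratio. Measured by: TR-FRET, excitation 340 nm, emission 617 and 671 nm.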
procasp7 counter: activates human procaspase-7, counter-screen for procaspase-3 activators; P55210; recombinant procaspase-7, Ac-DEVD-pNA absorbance 405 nm; D23A/D198A/D206A triple mutant, cannot self-cleave; scale: DMSO 0, 5 µM enzyme 100; activation, % at 8.5 µM; actives 0.093% (n = 330,000); AID 463210;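 active = percent activation above the screen-wide mean plus 3 SD, cut at about 25% in these data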
Target sequence (P55210 whole entry D23A/D198A/D206A): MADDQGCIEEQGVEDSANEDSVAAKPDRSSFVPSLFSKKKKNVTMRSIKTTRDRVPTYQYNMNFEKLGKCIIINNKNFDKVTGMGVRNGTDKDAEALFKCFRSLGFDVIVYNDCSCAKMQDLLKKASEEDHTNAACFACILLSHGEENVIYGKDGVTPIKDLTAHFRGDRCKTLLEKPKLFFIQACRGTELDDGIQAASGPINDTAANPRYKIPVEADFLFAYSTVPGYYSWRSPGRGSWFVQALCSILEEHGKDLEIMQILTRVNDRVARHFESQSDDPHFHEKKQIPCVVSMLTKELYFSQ
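Detection: p-Nitroaniline absorbance at 405 nm, read at 0 and 120 min; system: Uncleavable procaspase-7 mutant enzyme; evaluation: % activation from two-timepoint absorbance difference, scaled to controls; times: 1 h enzyme–compound preincubation and 2 h substrate reaction, both 25 °C; buffer or medium: Zinc-free HEPES pH 7.4 with 300 mM NaCl, 0.01% Triton X-100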
Efflux pump mplx: antifungal efflux pump inhibition, Nile Red retention. S. cerevisiae Candida pump triplex. inhibition, % at 10 µM. actives 0.44% (n = 330,000). AID 485275;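 active = plate passing quality check with inhibition over a set limit, or well fluorescence over plate mean plus 4 SD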;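 note: Nile Red retained in pooled yeast measured as flow cytometry median fluorescence; 0% = buffer negative control and 100% = Enniatin B positive control; higher means more Nile Red kept so more efflux inhibition; some compounds called inactive have numbers as strong as hits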
TPT1 inhibitor: inhibitors of Candida albicans tRNA 2'-phosphotransferase TPT1 | recombinant caTPT1, FP RNA substrate dephosphorylation | inhibition, % at 5 µM | actives 0.81% (n = 300,000) | AID 1962;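 active = inhibition above the mean of all tested compounds plus 3 SD, set per screening campaign, cut at about 24% in these data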;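 note: plate controls were DMSO alone for no effect and ferristatin control at 100 nM for full effect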
GASC-1 inh: inhibitors of human GASC-1 (JMJD2C) demethylase | Q9H3R0 | GST-JMJD2C(1-420) H3K9me3 demethylation, DELFIA europium | inhibition, % at 2.35 µM | actives 0.069% (n = 330,000) | AID 2099;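 active = more than half of a compound's replicate wells show inhibition beyond 50%, single wells judged on their own value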;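 note: signal counts dimethyl H3K9 product captured on neutravidin plate; 0% = median of DMSO wells and 100% = 0.3 times that DMSO median; strong numbers were not always called active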
CTSL1 counter: cathepsin L1 inhibition, PFM18AAP counter-screen; recombinant F. hepatica cathepsin L1, Z-Leu-Arg-MCA fluorescence; actives 0.49% (n = 300,000); inhibition, % at 5.96 µM;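 active = inhibition above the mean of all tested compounds plus 3 SD, set per screening campaign, cut at about 17% in these data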;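 note: 0% = plate median of test compound wells and 100% = 1 µM Z-Phe-Ala-diazomethylketone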
* = called active by the depositor; nt = no result given.

SMILES | PP5 primary | proCasp3 act | PP1 counter | core dimer inh | procasp7 counter | Efflux pump mplx | TPT1 inhibitor | GASC-1 inh | CTSL1 counter
Nc1nc(CCl)nc(N(c2ccccc2)c2ccccc2)n1 | 1.0 | -4 | -3 | 3 | 2 | 0.1 | 8 | -5 | -2
COc1ccccc1NC(=O)CCn1cccc1 | -1.1 | 3 | -3 | -3 | -10 | -0.1 | -1 | -12 | 0
CC(/C=C/C1(O)C(C)CC(=O)CC1(C)C)OC1OC(CO)C(O)C(O)C1O (stereo unspecified) | 0.0 | 4 | -7 | -1 | 0 | -0.1 | -3 | -3 | -3
COc1cccc(C(=O)NCc2ccco2)c1 | -0.2 | 1 | -3 | -1 | 1 | -0.1 | -1 | -1 | 0
Cc1ccccc1NC(=O)c1cnn(-c2ccccc2)c1C | -7.9 | 4 | -6 | -9 | 34* | 0.2 | -4 | -1 | -14
COc1cccc(C(C(=O)NC(C)(C)C)N(CCc2ccccc2)C(=O)CCC(=O)Nc2cc(C)on2)c1OC (stereo unspecified) | -0.5 | 1 | 3 | 13 | -3 | 0.0 | -2 | 5 | 3
CC1CCN(C(=O)c2ccc(S(=O)(=O)N(C)C)cc2)C(C)C1 (stereo unspecified) | 4.2 | 3 | -2 | -4 | 3 | -0.2 | 0 | -3 | -7
Cc1ccc(CNS(=O)(=O)NCc2ccccc2)cc1 | -1.6 | -3 | -1 | -3 | 13 | 0.0 | -1 | -2 | 4
Cn1nnc2cc(NC(=O)N3CCN(c4ccccn4)CC3)ccc21 | -1.6 | -7 | -3 | -4 | 3 | -0.1 | 0 | -12 | -1
COc1ccc2[nH]c3c(c2c1)CCC/C3=N\N | -1.0 | 2 | 0 | 6 | 7 | 0.0 | 7 | -4 | -3
O=C1C2(c3ccccc3)CN(CCO)CC1(c1ccccc1)CN(CCO)C2 | 0.3 | -6 | -2 | -4 | 2 | -0.1 | -2 | -6 | -6
CCN(CC)S(=O)(=O)c1cc(C(=O)Oc2cccc(-c3cnc4ccccc4n3)c2)ccc1Br | 0.6 | -3 | -2 | -5 | -1 | 0.2 | -3 | 9 | -2

Continued (four carried over from the part before).
SMILES | PP5 primary | proCasp3 act | PP1 counter | core dimer inh | procasp7 counter | Efflux pump mplx | TPT1 inhibitor | GASC-1 inh | CTSL1 counter
Cn1nnc2cc(NC(=O)N3CCN(c4ccccn4)CC3)ccc21 | -1.6 | -7 | -3 | -4 | 3 | -0.1 | 0 | -12 | -1
COc1ccc2[nH]c3c(c2c1)CCC/C3=N\N | -1.0 | 2 | 0 | 6 | 7 | 0.0 | 7 | -4 | -3
O=C1C2(c3ccccc3)CN(CCO)CC1(c1ccccc1)CN(CCO)C2 | 0.3 | -6 | -2 | -4 | 2 | -0.1 | -2 | -6 | -6
CCN(CC)S(=O)(=O)c1cc(C(=O)Oc2cccc(-c3cnc4ccccc4n3)c2)ccc1Br | 0.6 | -3 | -2 | -5 | -1 | 0.2 | -3 | 9 | -2
Cc1cc(NC(=O)CCC(=O)N(Cc2ccco2)C(C(=O)NC2CCCC2)c2ccccc2)no1 (stereo unspecified) | 0.5 | -1 | -1 | -1 | 4 | 0.0 | 1 | 0 | 0
CCS(=O)(=O)c1ccc2oc(=O)c(/C=C(\O)c3ccc(Cl)cc3)nc2c1 | 3.0 | -5 | 1 | -2 | -8 | 0.0 | 3 | -10 | 1
CCN(CC(=O)Nc1ccc2c(c1)OCCO2)CC(=O)Nc1ccc(C)c(S(=O)(=O)N(C)C)c1 | nt | 3 | nt | nt | -4 | 0.4 | nt | -2 | nt
COc1ccc(CNC(=O)COc2cc(O)c3c(c2)OC(C)(C)CC3=O)cc1 | 0.0 | 4 | -2 | 4 | -2 | -0.2 | -2 | -33 | -1
CCCOc1ccc(N2C(=O)CC(S/C(N)=N/N=C(\C)c3cccs3)C2=O)cc1 (stereo unspecified) | 3.9 | 5 | -3 | 9 | 1 | 0.0 | 1 | -2 | 2
OCCN1CCN(CC(O)COc2ccc(-c3ccccc3)cc2)CC1 (stereo unspecified) | 2.6 | 1 | 3 | -6 | -9 | 0.0 | 2 | 23 | -2
COc1ccc(N2C(=O)CC(Sc3ncn[nH]3)C2=O)c(OC)c1 (stereo unspecified) | 0.0 | -21 | -3 | -3 | -31 | -0.1 | -2 | 1 | 1
CCn1c(CNC(=O)c2ccc(Cl)cc2)nnc1SCC(=O)N1CCOCC1 | -0.1 | 2 | 3 | 5 | 2 | 4.4 | 1 | 7 | 2
O=C(Cn1nnc(-c2ccccc2Cl)n1)Nc1cccc(S(=O)(=O)N2CCCC2)c1 | nt | 5 | nt | nt | 4 | 0.0 | nt | 4 | nt
CC1COC2C(O1)N(S(C)(=O)=O)CCN2S(C)(=O)=O (stereo unspecified) | -0.2 | -1 | -3 | 1 | -6 | 0.2 | 1 | 4 | -5
O=C(CC1C(=O)NCCN1Cc1ccc(-c2ccccc2)cc1)NCC1CC1 (stereo unspecified) | 1.3 | 6 | 2 | -3 | 3 | 0.0 | 5 | 15 | 5
Cc1c(NC(=O)c2cc(-c3ccc(F)cc3)on2)c(=O)n(-c2ccccc2)n1C | -0.9 | -4 | -1 | -13 | 0 | -0.2 | -3 | -3 | 4
CN(Cc1nc2ccccc2n1C)S(C)(=O)=O | -0.5 | 3 | -2 | 0 | 1 | -0.2 | -1 | -24 | -1
CCOC(=O)N1CCC(NC(=O)C(CC(C)C)NC(=O)C2CCC(C)CC2)CC1 (stereo unspecified) | -1.2 | 4 | -3 | 1 | 7 | 0.1 | 2 | 20 | 12
CCOc1cc(CN2CCN(CCc3ccccc3)C(CCO)C2)ccc1OC (stereo unspecified) | -0.8 | -3 | 0 | -1 | 1 | 0.1 | 4 | 36 | 4
CCOc1ccccc1-n1c(SCC(N)=O)nc2ccccc2c1=O | 2.1 | 1 | -4 | -3 | 0 | -0.2 | -3 | -11 | -3
CCOC(=O)/N=C(/NC(=O)Nc1ccc(C(=O)OCC)cc1)OC | 1.1 | -8 | -2 | -2 | 13 | -0.1 | 3 | 7 | 2
O=C(Nc1nnc(-c2cccc(F)c2)s1)Nc1ccccc1F | 3.1 | -7 | -1 | 3 | 3 | 0.1 | 0 | -1 | 1
COc1cccc(NC(=S)NNC(=O)Cn2nc([N+](=O)[O-])cc2C)c1 | 2.3 | -3 | -2 | 0 | 4 | 0.1 | 1 | -23 | -2
Cc1ccc(C(c2c(C)[nH][nH]c2=O)c2c(C)[nH][nH]c2=O)cc1[N+](=O)[O-] | 3.7 | -6 | -1 | -6 | -9 | 0.3 | -1 | 0 | -2
O=C(Nc1ccc2c(c1)OCO2)N1CCN(c2cccc(C(F)(F)F)c2)CC1 | 4.3 | -10 | 1 | 3 | -23 | 0.0 | -7 | -3 | 2
COc1ccc(Cl)cc1C(=O)NCC#N | -0.4 | 10 | -4 | -3 | 3 | 0.0 | -2 | -8 | 21*
C=CCC(=O)N1CCCC(CO)(Cc2ccc(F)cc2F)C1 (stereo unspecified) | 1.5 | 10 | -4 | -3 | 7 | 0.0 | -4 | -6 | 1
CC(=O)c1cccc(S(=O)(=O)N2CCC(C(=O)O)(c3ccccc3)CC2)c1 | -0.6 | 5 | -4 | -4 | 14 | 0.2 | -3 | -4 | -2
CCOc1ccc2nc(SCC(=O)c3ccc(C)s3)sc2c1 | -2.6 | 2 | 0 | 3 | -3 | 0.0 | 3 | 3 | 2
O=C(COc1ccccc1F)N1CCc2ccccc2C1 | 0.7 | 3 | 1 | 2 | 2 | 0.0 | 1 | 2 | 4
Cc1cccc(N2CCN(C(=O)C3CCN(S(=O)(=O)c4c(C)noc4C)CC3)CC2C)c1 (stereo unspecified) | 0.7 | 8 | -1 | 2 | -2 | -0.1 | 5 | 0 | 2
CCOC(=O)c1c(NC(=O)c2ccc(S(=O)(=O)N3CCOCC3)cc2)sc2c1CC(C)(C)NC2(C)C | 3.2 | 5 | -3 | 0 | -2 | -0.2 | -4 | -3 | -1
CC1CCCC(C)N1/N=C/c1cc(Br)cc(Br)c1O (stereo unspecified) | -3.0 | 0 | 2 | 3 | 3 | -0.2 | 0 | 4 | 0
OCCC1CN(Cc2cnc(-c3ccccc3)s2)CCN1Cc1ccccc1 (stereo unspecified) | 0.1 | 0 | 1 | -3 | -6 | 0.0 | 0 | 11 | -1
CCN(C(=O)COC(=O)c1[nH]c(=O)[nH]c(=O)c1N)c1ccccc1 | -0.9 | 1 | -4 | -2 | -8 | 0.1 | 1 | 1 | 4
CC1CCN(C(=O)CSc2nnc(-c3ccco3)o2)CC1 | -2.2 | 4 | -3 | -4 | -2 | 0.0 | -3 | 1 | 6
COc1cccc(-c2nc(-c3ccc(C(=O)O)cc3)no2)c1 | -1.0 | -1 | -2 | 16 | -6 | 0.1 | -1 | 17 | -1
CCOc1cc(C=O)cc(Cl)c1OCC(N)=O | -2.1 | -11 | 2 | 1 | -3 | -0.2 | -6 | -3 | 10
O=C(c1ccccc1)c1ccc(OCC(O)CN2CCOCC2)cc1 (stereo unspecified) | 0.4 | -6 | -3 | -4 | 10 | 0.2 | -2 | -16 | -1
CCN(CC(=O)NC1CCS(=O)(=O)C1)S(=O)(=O)c1ccccc1Cl (stereo unspecified) | 1.7 | -3 | 3 | -2 | 2 | 0.1 | 3 | 6 | -1
COC(=O)N/N=C\c1ccc(OC/C=C/c2ccccc2)c(OC)c1 | 2.9 | 3 | 0 | -15 | -1 | -0.1 | -2 | 1 | 5
CC1CCN(S(=O)(=O)c2cccc(C(=O)NC3CCCCC3)c2)CC1 | -0.2 | -1 | 3 | -14 | -7 | -0.2 | 3 | 14 | 2
COc1cc(CCC(=O)N2CCN(S(=O)(=O)c3ccc(C)cc3)CC2)cc(OC)c1OC | 2.4 | 0 | 3 | nt | -6 | 0.2 | nt | 9 | nt
COC(=O)c1cc(COc2ccc3oc(C)c(C(=O)OC(C)C)c3c2)c(C)o1 | 1.8 | -2 | -2 | 2 | 3 | 0.1 | 2 | -25 | -1
CSc1ccc(CNC(=O)c2c(C)noc2C)s1 | -0.8 | 7 | -8 | 0 | 1 | 0.7 | -1 | 1 | -1
Cc1ccc(/C=N/NC(=O)c2n[nH]c3c2CCCC3)cc1 | 1.1 | -2 | -4 | -8 | 6 | -0.2 | -2 | 21 | -1
O=S(=O)(c1ccc(Cl)s1)N1CCN(C/C=C/c2ccccc2)CC1 | 3.0 | 2 | 3 | 0 | 5 | -0.3 | 1 | 0 | 4
COc1ccc(-c2nc(CN3CCN(c4ccccc4OC)CC3)c(C)o2)cc1 | 1.5 | 4 | -1 | 1 | -1 | -0.1 | -3 | 0 | -3
